# Compound activity deposited in PubChem by several laboratories.
# Arrestin-AP2 inh: human beta-arrestin and AP2 interaction inhibition; FITC-arrestin peptide / GST-AP2 beads, flow cytometry; AP2 beta2 appendage carries R879A mutation; inhibition, % at 10 µM; 0.31% of 340,000 active; AID 504490;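 active means inhibition above a set limit, near 3 SD of compounds lacking own fluorescence, cut at about 54% in these data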;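 further: plate controls were DMSO wells for no effect and 5 µM unlabelled arrestin peptide for full effect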
#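 System: GST-AP2 R879A glutathione beads | Also added: FITC-arrestin peptide, 50 nM | Times: 12 min plus 1 h, RT | Signal: Bead flow cytometry, FITC channel | Buffer or medium: PBS with 0.05% Tween 20 and 0.1% BSA | Read-out basis: Percent drop in bead-associated FITC signal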
# dFosB act: mouse delta FosB homodimer activation | P13346 | purified delta FosB, TAMRA-CDK5 oligo fluorescence polarization; percent of positive-control signal above neutral wells | activation, % at 25 µM | 0.99% of 340,000 active | AID 493131;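 active means mean activation above about 17%, with every replicate also reaching it, limit read from the data, passing the limit was not always enough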;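 further: fluorescence polarization rise as delta FosB binds a TAMRA Cdk5 AP-1 oligo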
# Target sequence (P13346 whole entry, looked up): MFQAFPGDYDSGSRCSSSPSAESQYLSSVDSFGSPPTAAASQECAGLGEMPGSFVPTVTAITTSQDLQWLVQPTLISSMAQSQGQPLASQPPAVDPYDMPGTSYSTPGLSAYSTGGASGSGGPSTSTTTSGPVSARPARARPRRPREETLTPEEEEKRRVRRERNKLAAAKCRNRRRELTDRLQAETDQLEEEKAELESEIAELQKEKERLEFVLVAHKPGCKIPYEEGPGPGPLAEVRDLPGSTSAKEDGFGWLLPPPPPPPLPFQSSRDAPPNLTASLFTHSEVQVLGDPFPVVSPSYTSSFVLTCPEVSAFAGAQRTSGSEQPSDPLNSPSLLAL
# SR-BI DiI inh: mouse SR-BI HDL lipid transfer inhibition; Q61009; ldlA[mSR-BI] CHO cells, DiI-HDL uptake fluorescence, 3 h; inhibition, % at 12.5 µM; 0.96% of 320,000 active;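 active means mean replicate inhibition of at least 70% and a set share of replicates each scoring 70 or more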;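 further: 0% = median of neutral control wells and 100% = median of positive control wells; values of inactives mirror those of a sister screen read the other way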
# Mot1-301 SUMO: SUMOylation pathway inhibition by Mot1-301 growth rescue; S. cerevisiae Mot1-301 growth rescue, ATP luminescence, 38.5C; percent above DMSO median, 100 means doubled; growth rescue, % at 18.8 µM; 1% of 320,000 active; AID 2716;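 active means every valid replicate shows activation above 250% relative to neutral control wells; inactive means the rest, any valid replicate at or below 250%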;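 further: OY570 slx delta 5 strain wells were the positive control but not used for scaling; some compounds called inactive have numbers as strong as hits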
# NSD2 inh: inhibitors of human histone methyltransferase NSD2 | O96028 | NSD2 peptide methylation, AlphaScreen, 120 min | AID 743445 | 0.54% of 310,000 active | inhibition, % at 12.5 µM; in the data active means inhibition above about 50%
# PKA-R1A act: PKA-R1A complex activation; activation, % at 11.4 µM; PKA-R1A dissociation, Cy5-IP20 fluorescence polarization; scaled: DMSO 0%, 113 µM cGMP 100%; P00514+P68181; 0.083% of 340,000 active;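 active means percent activation above the mean of all tested compounds plus 3 SD, cut at about 19% in these data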;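 further: higher means more PKAc released from R1A so a rise in polarization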
# SR-BI DiI-HDL act: SR-BI HDL lipid transfer activation. CHO ldlA[mSR-BI] cells, DiI-HDL uptake fluorescence, 3 h; 100 = double the neutral-control signal. activation, % at 12.5 µM. 0.096% of 320,000 active. AID 504775;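 active means mean replicate activation of at least 60% and every replicate at or above 60%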;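 further: 0% = median plate neutral-control signal and 100% = twice that signal; values of inactives mirror those of a sister screen read the other way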
#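 Material – SR-BI-overexpressing, LDLR-lacking CHO cells · Medium – BSA-supplemented, HEPES-buffered Ham's F12, pH 7.4 · Doses – single concentration · Times – compound with DiI-HDL co-incubation, 3 h at 37 °C · Measured by – bottom-read fluorescence, 550/595 nm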
# CDK5 p35 inh: inhibitors of human CDK5/p35 kinase. Q00535+Q15078. Recombinant CDK5/p35, ADP-Glo luminescence, 60 min. inhibition, % at 10 µM. 0.01% of 330,000 active;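 active means highest replicate inhibition of at least 50% and at least 75% of replicates reaching 50%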;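 further: plate controls were DMSO neutral control for no effect and GW8510 at 10 µM for full effect; many of its hits are not listed in these tables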
# Pemphigus Ab inh: human desmoglein-3 autoantibody binding inhibition | DSG3-coupled beads, scFv-anti-DSG3-GFP binding, flow cytometry; active compounds read low | P32926 | AID 588358 | binding (percent of control), % at 10 µM | 0.48% of 310,000 active;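 active means binding more than 3 SD below its plate's average and above zero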;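 further: hits lower antibody fragment binding to DSG3; some compounds called inactive have numbers as strong as hits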
# PKA-R2B act: activators of human PKA-R2B complex; AID 504700; activation, % at 11.4 µM; PKA-R2B holoenzyme dissociation, Cy5-IP20 fluorescence polarization; R2B truncated from residue 108, S112A mutant; 0% DMSO only, 100% 113 µM cGMP; 0.079% of 340,000 active;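 active means activation above a cutoff set at the mean over all compounds plus 3 SD, cut at about 18% in these data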;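 further: higher means more holoenzyme dissociation and a rise in polarization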
# Target sequence (P31323 whole entry, looked up, other chains not shown, the tested form may be a part): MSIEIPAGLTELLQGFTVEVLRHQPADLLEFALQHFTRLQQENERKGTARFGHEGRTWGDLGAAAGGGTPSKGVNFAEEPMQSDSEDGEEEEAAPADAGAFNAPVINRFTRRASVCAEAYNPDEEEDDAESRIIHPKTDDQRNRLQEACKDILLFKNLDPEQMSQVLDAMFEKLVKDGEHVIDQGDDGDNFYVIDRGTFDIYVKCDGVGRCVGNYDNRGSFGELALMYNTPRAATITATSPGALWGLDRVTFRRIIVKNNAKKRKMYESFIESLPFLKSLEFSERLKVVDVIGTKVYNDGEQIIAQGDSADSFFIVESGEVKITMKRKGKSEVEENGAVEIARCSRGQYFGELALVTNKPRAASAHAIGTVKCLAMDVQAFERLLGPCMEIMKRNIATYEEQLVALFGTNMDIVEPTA
# MITF act: MITF TRPM1 promoter activation in melanoma cells | SK-MEL-5 TRPM1-promoter luciferase, 24 h; % of positive control, neutral wells = 0 | activation, % at 12.5 µM | 0.75% of 300,000 active;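 active means mean activation of at least 80% with every replicate also reaching 80%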;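 further: 0% = neutral control wells and 100% = parthenolide positive control wells; values of inactives mirror those of a sister screen read the other way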
# * hit, by the source's call; i = inactive; . = no result given; + = active, no number.
# Each structure is followed by: Arrestin-AP2 inh	dFosB act	SR-BI DiI inh	Mot1-301 SUMO	NSD2 inh	PKA-R1A act	SR-BI DiI-HDL act	CDK5 p35 inh	Pemphigus Ab inh	PKA-R2B act	MITF act
CCCCN(C(=O)CSCc1c(C)noc1C)c1c(N)n(CCCC)c(=O)[nH]c1=O
  -1.0	-1.0	5.0	.	-3.4	7.9	-5.0	3.3	-14.6	-6.2	1.3
CN=CC1=C(O)CC(C)(C)CC1=O
  1.4	5.4	-11.8	0.3	-4.3	3.6	11.8	-0.7	98.2	13.0	0.5
CCN1CCN(S(=O)(=O)c2ccc(Cl)c(C(=O)N(C)Cc3cccc(Cl)c3Cl)c2)CC1
  2.0	-8.1	51.2	84.2	6.7	1.5	-51.2	-0.4	105.7	-1.6	-8.5
O=C(Cc1c(Cl)cccc1Cl)OCC(=O)N1CCOCC1
  3.5	9.2	6.6	94.9	0.1	-0.2	-6.6	0.7	99.9	-1.7	-12.1
O=C(COc1ccc2c(c1)CCC2)N1CCN(c2cccc(C(F)(F)F)c2)CC1
  0.1	-15.0	4.3	400.6	-2.4	-11.9	-4.3	-0.9	89.0	-17.1	-6.4
COc1ccc(C2Nc3ccccc3NC3=C2C(=O)CC(C)(C)C3)cc1 (stereo not drawn)
  4.2	-13.1	4.3	-12.7	-0.8	-3.7	-4.3	0.7	98.6	0.2	-7.3
CCOc1ccc(OCCC(=O)N(CC)CC(=O)NCc2cccs2)cc1
  -5.0	-0.5	-7.1	12.8	3.5	0.0	7.1	-0.5	100.8	11.0	6.2
C=C(C)CNC(=S)NNC(=O)c1ccc(Br)cc1
  -8.3	2.8	6.5	43.0	-2.2	-6.8	-6.5	1.2	99.5	-8.1	-4.7
COc1ccccc1CC(=O)NCCc1c[nH]c2ccccc12
  -9.7	-10.6	1.7	-7.9	1.8	-2.4	-1.7	1.8	.	2.6	-7.7
C=CCNC(=O)c1onc(CSc2cccc(OC)c2)c1C(=O)NCC=C
  -5.3	-4.3	10.9	186.0	.	-3.1	-10.9	-4.2	113.4	-15.2	2.8
COC(C/C=C/[C@@H](O)[C@@H](C)OCc1ccccc1)OC
  -4.6	-2.6	-18.9	-1.4	.	-1.2	18.9	-0.1	89.8	2.0	8.0
O=C(Oc1ccccc1Cl)c1ccccc1P(=O)(O)O
  -0.9	0.0	-15.4	56.0	1.0	-10.6	15.4	-1.6	115.4	1.9	1.9
C/C(=N/NC(=O)c1nnn(-c2nonc2N)c1COc1ccccc1)c1ccccc1
  0.7	5.4	-2.3	-2.6	-5.0	5.6	2.3	.	93.5	11.9	6.8
COc1ccc(N2CCN(c3ncnc4sc(C(=O)NCC5CCCO5)c(C)c34)CC2)cc1 (stereo not drawn)
  4.5	-11.9	31.8	8.3	5.6	1.4	-31.8	-3.5	.	3.6	-6.1
Cc1ccc(C)c(NC(=S)N2CCCCCC2)c1
  0.9	-0.2	.	-7.7	0.8	-3.0	.	-0.3	.	-9.3	0.2
Cc1ccc(NC(=O)CN(Cc2ccco2)Cc2ccccc2O)cc1C
  4.8	-15.0	.	-3.9	49.3	-2.4	.	1.0	.	-8.1	29.6
Cc1csc(NC(=O)c2cc(=O)[nH]c3ccc(S(=O)(=O)N4CCOCC4)cc23)n1
  -6.3	1.5	-15.5	161.7	-1.1	-8.0	15.5	0.0	125.7	0.5	7.1
Cc1ccc(NC(=O)CCC(=O)N/N=C/c2ccccc2O)cc1
  28.5	6.3	-0.4	0.5	-1.2	-1.5	0.4	-0.9	105.1	-3.4	5.9
O=C1CSC(c2ccccc2[N+](=O)[O-])N1CCc1ccccc1 (stereo not drawn)
  5.4	-3.4	4.9	6.7	6.2	-5.1	-4.9	1.2	87.4	-6.9	-2.7
O=C1/C(=C/c2cccnc2)SC(=S)N1c1ccc(O)cc1
  -9.6	3.8	-3.1	5.7	-0.6	2.4	3.1	0.1	100.8	-5.1	-10.7
Cc1ccc2cc(C#N)c(SCC(=O)NCC3CCCO3)nc2c1 (stereo not drawn)
  4.0	-1.9	-7.5	5.6	0.8	-12.5	7.5	1.0	104.0	-9.2	6.9
Nc1[nH]ncc1-c1ccccc1
  -3.0	-3.7	-13.7	-2.9	-2.1	-3.9	13.7	0.7	103.5	0.0	-3.9
Cc1cnc(C(=O)OCC(=O)Nc2cc(Cl)cc(Cl)c2)cn1
  5.1	-1.3	-12.6	-0.3	30.5	-0.3	12.6	-2.0	102.5	-1.9	-6.9
O=c1c2ccccc2nnn1CCN1CCOCC1
  13.0	-2.3	-5.9	-10.1	-0.7	-4.5	5.9	2.6	100.9	-1.0	-6.3
COc1ccc(-n2nc(C(=O)NCC(=O)NCCc3ccc(OC)c(OC)c3)c3ccccc3c2=O)cc1Cl
  7.2	-2.6	.	-3.7	-5.3	-23.0	.	0.2	.	-6.3	-5.3
CC(C)(C)OC(=O)NCCCCCc1nnc(SCc2c(F)cccc2Cl)o1
  -12.0	-9.1	6.1	-18.9	-4.5	-10.6	-6.1	0.7	119.7	-5.7	.
COCCNC(=O)c1ccc2c(=O)n(CCCN3CCCC3=O)c(=S)[nH]c2c1
  10.7	-0.3	-4.0	509.2	16.2	-0.8	4.0	0.5	111.2	-7.1	-10.3
CCN(CC)CCCNC(=O)c1nn(-c2ccc(OC)cc2OC)c(=O)c2ccccc12
  -2.1	2.4	-10.4	3.3	.	-9.3	10.4	1.8	.	-1.4	6.6
CC(C)C[C@H](NC(=O)c1[nH]cnc1C(=O)N[C@H](C)c1ccccc1)C(=O)OCc1ccccc1
  0.1	0.2	-2.0	-8.8	.	-5.1	2.0	-0.8	105.6	-9.6	8.6
CC(C)(C)n1ncc2c(=O)n(CC(=O)NCCc3ccccc3)cnc21
  8.8	-2.3	-23.0	21.0	.	-18.1	23.0	-0.7	107.1	0.6	15.9
COc1ccc(C#Cc2c(-c3ccc(OC)cc3)oc3ccc(-c4ccc(OC)cc4)cc23)cc1
  -2.1	-0.1	32.7	-2.7	.	-9.4	-32.7	-2.1	100.7	-6.0	3.0
CCC1CCCCN1C(=O)Cn1c(=O)n(CCC(=O)NCc2ccco2)c(=O)c2sccc21 (stereo not drawn)
  0.4	-6.9	-16.6	15.6	-0.8	-3.6	16.6	1.3	98.7	-6.4	6.8
O=C(COc1ccc(F)cc1Cl)Nc1nc(-c2ccccn2)cs1
  -9.8	-9.1	-8.8	210.6	-2.5	0.6	8.8	-0.4	104.8	5.7	-18.8
CCCCCCCNC(=O)C1(CC2CC(c3ccc(Cl)cc3)=NO2)CCN(C(=O)c2ccccc2)CC1 (stereo not drawn)
  2.4	5.4	-2.9	25.8	.	0.8	2.9	-1.1	105.1	0.6	-2.5
O=C(COC(=O)CCSc1ccccc1Cl)Nc1ccc(F)cc1F
  -4.3	-8.5	-13.1	4.8	-4.9	-9.1	13.1	-1.0	76.8	-10.7	10.1
Cc1cccc(C)c1-c1ccc(CN2C(CC(C)C)C(=O)N(Cc3cn(CC4CCCCC4)nn3)CCS2(=O)=O)cc1 (stereo not drawn)
  7.5	-7.4	15.2	.	.	-4.9	-15.2	0.1	98.2	4.6	-11.3
Cc1ccccc1OCC(=O)NC(=S)Nc1ccc(N2CCOCC2)c(Cl)c1
  3.0	-4.4	i	-16.7	-6.8	14.4	867.0*	-0.3	97.9	-9.5	-1.0
Cc1cc(C)c(C)c(S(=O)(=O)N2CCN(CC(=O)c3c(N)n(Cc4ccccc4)c(=O)n(C)c3=O)CC2)c1C
  1.6	-11.2	.	-14.3	-1.9	-2.4	.	-5.2	118.0	-2.9	-9.2
COc1ccccc1OCc1ccc(C(=O)NN)cc1
  -2.2	-0.4	21.3	1.5	-1.3	2.1	-21.3	-1.3	109.8	-2.8	-9.1
CCN1CCN(S(=O)(=O)c2cc(OCC(=O)NC3CCCCC3)c(C)cc2Cl)CC1
  6.8	-10.0	-6.4	11.1	9.4	1.8	6.4	3.5	104.3	8.6	-26.7
COc1ccccc1C(=O)NC(CCSC)C(=O)OC(C)C(N)=O (stereo not drawn)
  9.5	3.0	-15.6	.	.	1.7	15.6	1.1	97.7	-7.9	-7.5
O=C(CSc1nccc(=O)[nH]1)Nc1ccc(F)c(Cl)c1
  -9.5	-0.4	-16.9	-3.9	16.2	-7.1	16.9	0.7	126.3	-2.4	-9.1
CCc1cccc(C)c1NC(=O)CSc1nnc(-c2ccco2)n1N
  6.7	-2.4	12.1	312.0	-1.4	6.9	-12.1	3.7	98.9	11.6	-3.1
Cc1cccc(NC(=O)C2CCN(S(=O)(=O)c3c(C)nn(C)c3C)CC2)n1
  26.2	-9.8	.	-11.5	.	-1.7	.	-0.2	.	5.6	-6.1
COCCOC(=O)c1c(NC(=O)COC(=O)Cc2cccc(OC)c2)sc(C(N)=O)c1C
  2.8	-13.8	19.5	-5.7	-0.9	-3.3	-19.5	-0.2	106.0	16.0	-5.5
CSc1cccc(NC(=O)CCCOc2ccc(Cl)cc2C)c1
  8.7	-5.5	-25.3	29.8	-3.1	-3.5	25.3	-0.6	103.6	-7.2	11.4
COc1ccc(N2C(=O)CSC23CCCCC3)cc1
  12.4	-7.6	17.5	+	-0.4	-0.5	-17.5	-3.7	107.7	-4.4	-0.7
Cc1cc(NC(=O)CSc2n[nH]c(CC(C)C)n2)no1
  -4.6	2.2	8.2	9.7	0.2	-11.6	-8.2	0.6	110.3	-18.3	-3.4
CC(=O)c1sc2nc(-c3cccs3)cc(C(F)(F)F)c2c1N
  7.2	0.0	72.2*	0.6	-4.5	0.1	-72.2	0.0	141.9	-2.1	-11.8
O=C1c2ccccc2C(O)N1Cc1ccco1 (stereo not drawn)
  15.2	-6.5	-12.0	43.8	.	-1.7	12.0	0.6	108.2	3.3	.

# Two of the compounds above, with each value named.
CSc1cccc(NC(=O)CCCOc2ccc(Cl)cc2C)c1
  Arrestin-AP2 inh: 8.7	dFosB act: -5.5	SR-BI DiI inh: -25.3	Mot1-301 SUMO: 29.8	NSD2 inh: -3.1	PKA-R1A act: -3.5	SR-BI DiI-HDL act: 25.3	CDK5 p35 inh: -0.6	Pemphigus Ab inh: 103.6	PKA-R2B act: -7.2	MITF act: 11.4
COc1ccc(N2C(=O)CSC23CCCCC3)cc1
  Arrestin-AP2 inh: 12.4	dFosB act: -7.6	SR-BI DiI inh: 17.5	Mot1-301 SUMO: +	NSD2 inh: -0.4	PKA-R1A act: -0.5	SR-BI DiI-HDL act: -17.5	CDK5 p35 inh: -3.7	Pemphigus Ab inh: 107.7	PKA-R2B act: -4.4	MITF act: -0.7

# Random draw from the library; 4.7% or so of the library scored in one or more.
